# CRFR2-BP antag = antagonists of CRF-BP/CRF-R2 complex, primary screen, cell-based, HEK293, calcium dye fluorescence, uHTS. CRF-induced calcium fluorescence. inhibition, % at 11.8 µM. actives 0.59% (n = 350,000). AID 588475, 2011;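 active means inhibition of the ligand-induced calcium signal above about 50% at the single tested concentration, limit read from the data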
# CHRM4 PAM = human M4 muscarinic receptor positive allosteric modulators, primary screen, CHO-K1 cells, Fluo-8 calcium fluorescence. Muscarinic acetylcholine receptor M4 (Homo sapiens), P08173. CHO-K1 hM4/Gqi5, ACh EC20; 0% = ACh EC20, 100% = maximal ACh. activation, % at 3 µM. actives 0.4% (n = 360,000). AID 624126, 2012;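 active means activation above its plate's cutoff, the mean activation of sample wells plus 3 SD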; further: some results filed as inactive read as strong as hits
# CHRM4 antagonist = human M4 muscarinic receptor antagonists, primary screen, CHO cells, Fluo-8 calcium fluorescence; CHO-hM4 cells, ACh EC80; inhibition, % at 3 µM; Muscarinic acetylcholine receptor M4 (Homo sapiens), P08173; actives 0.73% (n = 360,000); AID 624125, 2012;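 active means inhibition above its plate's cutoff, the mean inhibition of sample wells plus 3 SD, cut at about 27% in these data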;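 further: 0% = acetylcholine EC80 with DMSO and 100% = DMSO without agonist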
# M5 antag = human M5 muscarinic receptor antagonists, primary screen, CHO cells, Fluo-8 calcium fluorescence. Muscarinic acetylcholine receptor M5 (Homo sapiens), P08912. CHO-hM5 cells, ACh EC80. inhibition, % at 3 µM. actives 0.59% (n = 360,000). AID 624040, 2012;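 active means inhibition above a per-plate cutoff, the mean of that plate's test compounds plus 3 SD, cut at about 27% in these data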;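 further: 0% = acetylcholine EC80 with DMSO and 100% = DMSO without agonist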
# CHRM5 PAM = human M5 muscarinic receptor positive allosteric modulators, primary screen, CHO-K1 cells, Fluo-8 calcium fluorescence; actives 0.3% (n = 360,000); activation, % at 3 µM; CHO-K1 hM5, ACh EC20 PAM; 0% = ACh EC20, 100% = ACh EC100; Muscarinic acetylcholine receptor M5 (Homo sapiens), P08912;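 active means activation above the run cutoff, the mean activation of all test compounds plus 3 SD, cut at about 18% in these data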
#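 System – CHO-K1 hM5 cells · Compound – 3 µM, single dose · Incubation – compound preincubation 140 s before EC20 acetylcholine addition · Technique – Fluo-8 calcium fluorescence · Measure – Max/basal fluorescence ratio as % of EC20–EC100 ACh window · Benchmarks – low control EC20 acetylcholine (0%), high control EC100 acetylcholine (100%) · Replication – singlicate, one well per test compound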
# M5 ag = human M5 muscarinic receptor agonists, primary screen, CHO-K1 cells, Fluo-8 calcium fluorescence. Muscarinic acetylcholine receptor M5 (Homo sapiens), P08912. CHO-K1 hM5 cells; 0% DMSO wells, 100% maximal acetylcholine response. activation, % at 3 µM. actives 0.19% (n = 360,000). AID 624037, 2012;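 active means activation above the run's mean over test compounds plus 3 SD, cut at about 23% in these data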;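 further: signal is peak over basal fluorescence ratio across the kinetic read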
# CRFBP-R2 agonist = agonists of CRF-BP/CRF-R2 complex, primary screen, cell-based, HEK293, calcium dye fluorescence, uHTS | CRF-binding protein / CRF receptor 2 complex (human) | calcium dye fluorescence (FLIPR); percent of saturating CRF peptide response | activation, % at 13.2 µM | actives 0.46% (n = 350,000) | AID 588473, 2011;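 active means activation of at least 50%, plus an integration ratio under a set limit after plate pattern correction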;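 further: plate controls were neutral control wells without compound for no effect and CRF at EC100 for full effect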
# IDE inh = human IDE inhibitors in live cells, primary screen, fluorescence polarization, HEK cells, FAbetaB substrate; actives 0.41% (n = 320,000); FAbetaB cleavage; inhibition, % at 5.59 µM; AID 434962, 2010; Insulin-degrading enzyme (Homo sapiens), P14735;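 active means percent inhibition above the average of all tested compounds plus 3 SD, set per screening campaign, cut at about 16% in these data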;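 further: IDE supplied by intact live HEK cells; FP after avidin binding of uncleaved biotin substrate so inhibition keeps polarization high; 0% = DMSO wells and 100% = 60 µM reference IDE inhibitor Ii1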
# Target sequence (P14735 whole entry, looked up): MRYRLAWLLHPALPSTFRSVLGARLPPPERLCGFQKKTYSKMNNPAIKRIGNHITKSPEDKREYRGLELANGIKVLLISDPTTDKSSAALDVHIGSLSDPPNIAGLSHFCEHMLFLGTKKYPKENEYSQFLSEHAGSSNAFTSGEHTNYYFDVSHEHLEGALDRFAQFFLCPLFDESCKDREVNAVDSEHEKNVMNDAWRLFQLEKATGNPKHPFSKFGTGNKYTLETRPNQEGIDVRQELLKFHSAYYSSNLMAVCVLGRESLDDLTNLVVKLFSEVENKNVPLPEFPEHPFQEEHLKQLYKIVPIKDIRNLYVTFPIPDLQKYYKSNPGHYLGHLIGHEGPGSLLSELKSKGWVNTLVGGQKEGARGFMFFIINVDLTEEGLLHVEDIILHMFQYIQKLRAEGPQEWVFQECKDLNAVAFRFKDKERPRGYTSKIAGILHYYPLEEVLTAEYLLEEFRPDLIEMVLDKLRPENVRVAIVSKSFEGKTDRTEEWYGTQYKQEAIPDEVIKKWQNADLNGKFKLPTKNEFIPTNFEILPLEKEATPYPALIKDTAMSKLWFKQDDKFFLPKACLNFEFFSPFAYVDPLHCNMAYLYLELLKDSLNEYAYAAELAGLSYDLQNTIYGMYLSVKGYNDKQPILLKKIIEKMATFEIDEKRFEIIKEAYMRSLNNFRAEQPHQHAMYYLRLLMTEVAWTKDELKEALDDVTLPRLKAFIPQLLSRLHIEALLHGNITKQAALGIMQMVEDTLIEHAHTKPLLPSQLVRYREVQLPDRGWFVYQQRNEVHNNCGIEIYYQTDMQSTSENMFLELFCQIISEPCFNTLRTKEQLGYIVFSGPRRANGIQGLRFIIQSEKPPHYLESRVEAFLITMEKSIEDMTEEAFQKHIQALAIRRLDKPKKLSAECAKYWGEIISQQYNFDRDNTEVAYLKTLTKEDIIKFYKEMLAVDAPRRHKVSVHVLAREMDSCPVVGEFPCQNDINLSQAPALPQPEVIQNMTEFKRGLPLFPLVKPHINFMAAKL
# CHRM4 agonist = human M4 muscarinic receptor agonists, primary screen, CHO-K1 cells, Fluo-8 calcium fluorescence | Muscarinic acetylcholine receptor M4 (Homo sapiens), P08173 | CHO-K1 hM4/Gqi5; vehicle 0%, full acetylcholine response 100% | activation, % at 3 µM | actives 0.14% (n = 360,000) | AID 624127, 2012;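 active means activation above the run mean over all test wells plus 3 SD, cut at about 32% in these data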;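 further: peak over basal fluorescence ratio per well then scaled between controls; 0% = DMSO wells and 100% = acetylcholine at EC100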
# An asterisk follows results filed as active; / = no result given.
# Each structure is followed by: CHRM4 agonist, M5 antag, CHRM4 PAM, CRFR2-BP antag, CHRM4 antagonist, CHRM5 PAM, CRFBP-R2 agonist, M5 ag, IDE inh
1) COC(=O)C1CCN(C(=O)CN2C(=O)c3ccccc3S2(=O)=O)CC1
    2, 5, -2, 6, 1, -9, 4.5, 5, 8
2) Cc1ccc(CCSCC(=O)O)cn1
    1, -1, 7, -6, 1, -1, -2.0, -1, 0
3) CN(C(=O)c1cccc(NC(=O)Cc2ccc(NC(=O)C3CCN(S(=O)(=O)c4cccc([N+](=O)[O-])c4)CC3)cc2)c1)C1CC1
    0, -4, -2, -1, 6, 3, 2.4, 0, /
4) Cc1ccc(S(=O)(=O)N(C)C[C@@H]2OCc3cn(nn3)CCCC(=O)N([C@@H](C)CO)C[C@H]2C)cc1
    1, 1, 13, 9, -24, 0, -0.4, 1, /
5) CCN(CC)C(=O)C1=C(C)N(CCCOC)C(=O)C(CC(=O)NCc2cccs2)C1 (stereo not given)
    0, 7, 3, 5, -4, -3, -0.8, 1, /
6) Cc1cccc(S(=O)(=O)Nc2ccncc2)c1
    0, 11, -2, 5, 4, 2, -0.8, -3, 2
7) COc1ccc(CN(C(=O)c2snc(C(N)=O)c2N)C(C(=O)NC2CCCC2)c2ccco2)cc1 (stereo not given)
    9, 5, 4, -11, -8, -7, -0.2, 0, 4
8) Cc1cc(-c2ccccc2)nc(N(C)N)c1S(C)(=O)=O
    1, -24, 3, -17, -10, 11, -1.5, 0, 2
9) CC(NC(=O)c1ccccc1OC(F)F)c1ccc(-n2ccnc2)cc1 (stereo not given)
    3, -8, -2, 8, -9, 0, -2.6, -1, 6
10) O=C(Nc1ccccc1Cl)NC1(C(=O)NCC2CCCO2)CCCCC1 (stereo not given)
    0, 4, 1, 0, -7, 3, 0.1, -2, 3
11) CCOc1ccc(C(=O)NCC(=O)N2CCC3(CC2)NCCc2[nH]cnc23)cc1
    -1, 3, -4, 9, 10, 2, 5.0, -2, 2
12) COc1ccc(/C=N/N(C)C2=NS(=O)(=O)c3ccccc32)cc1
    1, 3, -2, -25, 3, 1, 6.0, -4, -1
13) Nc1ccccc1SC1CC(=O)N(c2ccc3c(c2)OCO3)C1=O (stereo not given)
    8, -14, -6, 84*, 6, 6, -1.2, 2, -3
14) Cc1[nH][nH]c(=O)c1C(c1ccc(O)c(Br)c1)c1c(C)[nH][nH]c1=O
    0, 8, -6, 5, 13, -6, -1.8, -5, 3
15) Nc1ncnc2c1ncn2[C@@H]1O[C@H](C(=O)N2CCC[C@@H]2C(=O)OCc2ccccc2)[C@@H](O)[C@H]1O
    0, -3, 5, /, 1, -5, /, 2, /

# Entries of single compounds, quoted from the list. Values in the order: CHRM4 agonist | M5 antag | CHRM4 PAM | CRFR2-BP antag | CHRM4 antagonist | CHRM5 PAM | CRFBP-R2 agonist | M5 ag | IDE inh
# Entry for Nc1ncnc2c1ncn2[C@@H]1O[C@H](C(=O)N2CCC[C@@H]2C(=O)OCc2ccccc2)[C@@H](O)[C@H]1O → 0 | -3 | 5 | / | 1 | -5 | / | 2 | /
# Entry for CCN(CC)C(=O)C1=C(C)N(CCCOC)C(=O)C(CC(=O)NCc2cccs2)C1 (stereo not given) → 0 | 7 | 3 | 5 | -4 | -3 | -0.8 | 1 | /

# The listing picks up with the four entries that preceded the break.
# Each structure is followed by: CHRM4 agonist, M5 antag, CHRM4 PAM, CRFR2-BP antag, CHRM4 antagonist, CHRM5 PAM, CRFBP-R2 agonist, M5 ag, IDE inh
12) COc1ccc(/C=N/N(C)C2=NS(=O)(=O)c3ccccc32)cc1
    1, 3, -2, -25, 3, 1, 6.0, -4, -1
13) Nc1ccccc1SC1CC(=O)N(c2ccc3c(c2)OCO3)C1=O (stereo not given)
    8, -14, -6, 84*, 6, 6, -1.2, 2, -3
14) Cc1[nH][nH]c(=O)c1C(c1ccc(O)c(Br)c1)c1c(C)[nH][nH]c1=O
    0, 8, -6, 5, 13, -6, -1.8, -5, 3
15) Nc1ncnc2c1ncn2[C@@H]1O[C@H](C(=O)N2CCC[C@@H]2C(=O)OCc2ccccc2)[C@@H](O)[C@H]1O
    0, -3, 5, /, 1, -5, /, 2, /
16) CCN(CC)S(=O)(=O)c1ccc(N2CC(C(=O)N3CCOCC3)CC2=O)cc1 (stereo not given)
    1, 13, 3, 3, -6, 1, -1.2, 0, -2
17) CN(C)S(=O)(=O)N(CC(=O)NCc1ccccc1)c1ccccc1
    0, 3, -10, 17, 9, -1, -4.8, -2, -4
18) CC1=NN(c2ccc(F)cc2)C(=O)C1C(c1cccc(O)c1)c1c(C)[nH]n(-c2ccc(F)cc2)c1=O (stereo not given)
    5, 6, 4, -10, 9, -2, 0.3, 4, 1
19) O=c1c2cc3c(cc2[nH]c(=S)n1C1CCN(Cc2ccccc2)CC1)OCO3
    2, 7, -15, -15, 4, -6, 0.7, -3, 0
20) O=C(COc1cc2oc(=O)c3c(c2cc1Cl)CCC3)NCCN1CCOCC1
    0, 17, 0, 0, 4, -4, 0.5, -4, 5
21) O=C(c1nnc(-c2ccccc2)o1)C1CC1
    0, 3, -2, -8, 1, -1, 1.8, -2, -4
22) COc1cc(/C=C/C(=O)NC(=O)c2ccccc2O)ccc1OC(C)=O
    11, 12, -2, 4, -9, -5, -0.8, 2, 0
23) Cc1c(C(=O)N(C)Cc2ccc(F)cc2)sc(=O)n1Cc1ccc(Cl)c(Cl)c1
    8, 7, -4, /, -2, -10, /, 5, /
24) O=C(CCNC(=O)c1ccc([N+](=O)[O-])cc1)Nc1ccc(F)c(F)c1F
    1, 19, 0, 3, 7, -4, -0.7, -3, -1
25) CCCC(=O)N1CCC1(C)C(=O)NS(=O)(=O)c1ccc(OC)cc1 (stereo not given)
    0, -2, 6, /, 1, -7, /, 2, /
26) NNC(=O)CCCNc1ncc(C(F)(F)F)cc1Cl
    1, 0, -2, -6, 2, 3, 2.5, 5, -6
27) O=C(c1ccco1)N1CCN(S(=O)(=O)/C=C/c2ccccc2)CC1
    2, 0, 6, 15, 12, -4, -2.5, -4, -2
28) CC(C)N1CC2=C(OC(N)=C(C#N)C2c2cccnc2)/C(=C/c2cccnc2)C1 (stereo not given)
    2, -7, 8, 19, -2, 2, 5.2, -1, -1

# High-throughput results deposited in PubChem BioAssay by several laboratories.
